Assay outcomes: PubChem, Broad Institute
Pf Dd2 inh – blocks growth of Plasmodium falciparum Dd2 parasites. P. falciparum Dd2 growth, SYBR Green, 72 h; stronger effect = lower value. AID 1159554. activity change, % at 10 µM. actives 2.3% (n = 94,000); in the data active means activity change below about -80%
C diff HTS – C. difficile growth inhibition; Clostridium difficile clinical isolate growth, OD600, 24 h; stronger effect = lower value; growth activity, negative = inhibition, % at 16 µg/mL (by protocol); actives 0.25% (n = 86,000);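 active means mean growth activity at or below -80% and every replicate also at or below -80%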;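 further: 0% = DMSO wells and -100% = levofloxacin 16 µg/mL wells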
GASC1 inh – KDM4C (human) demethylase inhibition | Q9H3R0 | actives 0.15% (n = 96,000) | inhibition, % at 12.5 µM | GST-KDM4C 2-372, H3K9me3 peptide, LANCE TR-FRET;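 active means mean replicate inhibition above about 25%, with at least 55% of replicates also reaching it, limit read from the data, passing the limit was not always enough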
Target sequence (Q9H3R0 2-372 limits assumed): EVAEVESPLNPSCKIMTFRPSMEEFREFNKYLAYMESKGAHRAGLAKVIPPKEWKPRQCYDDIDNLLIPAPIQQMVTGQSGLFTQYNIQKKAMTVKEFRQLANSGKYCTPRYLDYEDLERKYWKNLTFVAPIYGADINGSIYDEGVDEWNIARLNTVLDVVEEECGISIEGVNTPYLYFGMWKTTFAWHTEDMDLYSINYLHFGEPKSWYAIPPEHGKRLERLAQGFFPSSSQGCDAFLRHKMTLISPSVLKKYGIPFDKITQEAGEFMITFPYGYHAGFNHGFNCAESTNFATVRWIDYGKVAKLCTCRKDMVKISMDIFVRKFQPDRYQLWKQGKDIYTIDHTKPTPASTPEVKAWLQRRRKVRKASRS
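Test system: N-terminal GST-fused human GASC-1 (KDM4C) fragment, residues 2-372; quantity: GASC-1 enzyme at 10 nM final in reaction; dosing: single dose; schedule: 30 min demethylation and 1 h detection at room temperature; signal: LANCE TR-FRET, excitation 340 nm, emissions 618 and 671 nm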
Tcruzi prolif – T. cruzi proliferation inhibition | inhibition, % at 8.34 µM | actives 5.9% (n = 77,000) | T. cruzi beta-gal in NIH3T3, GalScreen luminescence, 90 h;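 active means mean inhibition above about 93%, with at least 55% of replicates each passing it, limit read from the data, passing the limit was not always enough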
Active calls of the source: *; / = no result given. Only part of the results is shown; rates above refer to the full screens.

SMILES	Pf Dd2 inh	C diff HTS	GASC1 inh	Tcruzi prolif
Cc1ccc(OC(=O)N(C)C[C@@H]2OCc3ccccc3-c3c(n(C)c4ccccc34)C(=O)N([C@@H](C)CO)C[C@@H]2C)cc1	-40	1	-2.5	/
N#Cc1cccc(-c2ccc([C@H]3[C@@H](CO)N4CCCCN(C(=O)Cc5cccnc5)C[C@H]34)cc2)c1	2	-3	-0.8	88
O=C(Cc1ccccn1)N1CCCCN2[C@H](CO)[C@@H](c3ccc(Br)cc3)[C@H]2C1	19	-9	1.0	105*
O=C(Cc1ccncc1)N1CCCCN2[C@H](CO)[C@@H](c3ccc(-c4ccncc4)cc3)[C@H]2C1	17	-7	-0.5	116*
O=C(Cc1ccccc1)N1CCCCN2[C@H](CO)[C@H](c3ccc(C#CC4(O)CCCC4)cc3)[C@H]2C1	-11	-1	-1.2	100*
Cc1ccc(OC(=O)N(C)C[C@@H]2OCc3ccccc3-c3c(n(C)c4ccccc34)C(=O)N([C@H](C)CO)C[C@@H]2C)cc1	-25	-3	-1.3	/
c1cc(-c2ccc(C3[C@H]4CNC[C@@H]3N4CC3CC3)cc2)ccn1 (stereo partly drawn)	4	-6	4.7	/
O=C(Cc1ccccc1)N1CCCCN2[C@@H](CO)[C@H](c3ccc(C#CC4(O)CCCC4)cc3)[C@@H]2C1	-28	-10	-0.1	109*
CN(C)CC#Cc1ccc([C@@H]2[C@@H](CO)N3CCCCN(C(=O)Cc4ccccn4)C[C@@H]23)cc1	-4	1	2.7	91
COC(=O)[C@@H]1[C@@H](CO)[C@@H]2Cn3c(ccc(-c4ccc(F)cc4)c3=O)[C@H]1N2Cc1ccccc1	-4	1	-0.6	56
COc1ccc(C#Cc2ccc([C@@H]3[C@H](CO)N4CCCCN(C(=O)Cc5ccncc5)C[C@@H]34)cc2)cc1	-71	45	0.4	112*
CN(C)C(=O)[C@@H]1[C@@H](CO)[C@@H]2Cn3c(cccc3=O)[C@H]1N2CC1CC1	10	-4	1.6	48
CCC(=O)N1[C@@H]2c3ccc(C4=CCCC4)c(=O)n3C[C@H]1[C@H](CO)[C@H]2C(=O)OC	0	3	1.4	1

Filtered by structure, the entries above with four or more nitrogen atoms
SMILES	Pf Dd2 inh	C diff HTS	GASC1 inh	Tcruzi prolif
N#Cc1cccc(-c2ccc([C@H]3[C@@H](CO)N4CCCCN(C(=O)Cc5cccnc5)C[C@H]34)cc2)c1	2	-3	-0.8	88
O=C(Cc1ccncc1)N1CCCCN2[C@H](CO)[C@@H](c3ccc(-c4ccncc4)cc3)[C@H]2C1	17	-7	-0.5	116*
CN(C)CC#Cc1ccc([C@@H]2[C@@H](CO)N3CCCCN(C(=O)Cc4ccccn4)C[C@@H]23)cc1	-4	1	2.7	91

Retrieved by compound from above, 4 records:
SMILES	Pf Dd2 inh	C diff HTS	GASC1 inh	Tcruzi prolif
COc1ccc(C#Cc2ccc([C@@H]3[C@H](CO)N4CCCCN(C(=O)Cc5ccncc5)C[C@@H]34)cc2)cc1	-71	45	0.4	112*
O=C(Cc1ccccc1)N1CCCCN2[C@@H](CO)[C@H](c3ccc(C#CC4(O)CCCC4)cc3)[C@@H]2C1	-28	-10	-0.1	109*
O=C(Cc1ccncc1)N1CCCCN2[C@H](CO)[C@@H](c3ccc(-c4ccncc4)cc3)[C@H]2C1	17	-7	-0.5	116*
COC(=O)[C@@H]1[C@@H](CO)[C@@H]2Cn3c(ccc(-c4ccc(F)cc4)c3=O)[C@H]1N2Cc1ccccc1	-4	1	-0.6	56
